Screening results as filed in PubChem.
V-ATPase pH: alters yeast V-ATPase proton transport. S. cerevisiae, pHLuorin cytosolic pH fluorescence. response, % at 10 µM. 0.37% of 350,000 active; in the data active means response mostly above about 7.3%, no sharp cut-off; inactive means mostly below about 5.4%; further: actives read high; inactives centre near 0; some compounds called inactive have numbers as strong as hits; reference of the scale not given here
Cardiac RTF inh: cardiac RTF calcium desensitization; P19429+P45379; IANBD-labeled cardiac RTF, Ca2+ fluorescence; inhibition, % at 7.15 µM; 0.12% of 340,000 active;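 active means inhibition above the mean inhibition of all tested compounds plus 3 SD, cut at about 17% in these data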;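 further: assay run at fixed EC70 calcium of 1.6 mM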
RTF Ca sens act: increases calcium sensitivity of human cardiac regulated thin filaments; activation, % at 7.2 µM; IANBD-labeled TnC RTF fluorescence at EC20 calcium; 0% EC20 calcium, 100% full calcium; 0.24% of 340,000 active; P19429+P45379;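 active means activation above the mean over all tested compounds plus 3 SD, cut at about 30% in these data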;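 further: rise in fluorescence read as greater calcium sensitivity of cardiac thin filaments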
DSG3 Ab inh: human desmoglein-3 autoantibody binding inhibition; DSG3-coupled beads, scFv-anti-DSG3-GFP binding, flow cytometry; hits give low values; 0.48% of 310,000 active; P32926; binding (percent of control), % at 10 µM;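 active means binding more than 3 SD below its plate's average and above zero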;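 further: hits lower antibody fragment binding to DSG3; some compounds called inactive have numbers as strong as hits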
Arrestin-AP2 inh: inhibitors of human beta-arrestin and AP2 interaction | FITC-arrestin peptide / GST-AP2 beads, flow cytometry; AP2 beta2 appendage carries R879A mutation | inhibition, % at 10 µM | 0.31% of 340,000 active | AID 504490;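 active means inhibition above a set limit, near 3 SD of compounds lacking own fluorescence, cut at about 54% in these data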;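 further: plate controls were DMSO wells for no effect and 5 µM unlabelled arrestin peptide for full effect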
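Test system: GST-tagged AP2 beta2-adaptin appendage (R879A) on 4 µm glutathione beads; also added: fluorescein-tagged arrestin peptide at 50 nM final; timing: 12 min plus 1 h, RT; signal: flow cytometry, FL1 (488/535 nm); read-out: percent drop in bead-associated FITC signal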
Wnt bcat act: activators of Wnt/beta-catenin signaling. 1.2% of 300,000 active. Wnt/beta-catenin reporter cell assay, activator, plate reader. AID 743398. activation, % at 9.35 µM; in the data active means activation above about 30%, passing the limit was not always enough;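 further: 0% = neutral control wells and 100% = positive control wells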
OPRM1-OPRD1 inv: mu-delta opioid heterodimer inverse agonism; 0.21% of 340,000 active; P35372+P41143; inhibition, % at 9.3 µM; cell-based MOR-DOR heterodimer luminescence; in the data active means inhibition above about 22%, passing the limit was not always enough;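 further: 0% = cells with DMSO and 100% = wells without cells with DMSO; values of inactives mirror those of a sister screen read the other way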
Target sequence (P35372 whole entry, looked up): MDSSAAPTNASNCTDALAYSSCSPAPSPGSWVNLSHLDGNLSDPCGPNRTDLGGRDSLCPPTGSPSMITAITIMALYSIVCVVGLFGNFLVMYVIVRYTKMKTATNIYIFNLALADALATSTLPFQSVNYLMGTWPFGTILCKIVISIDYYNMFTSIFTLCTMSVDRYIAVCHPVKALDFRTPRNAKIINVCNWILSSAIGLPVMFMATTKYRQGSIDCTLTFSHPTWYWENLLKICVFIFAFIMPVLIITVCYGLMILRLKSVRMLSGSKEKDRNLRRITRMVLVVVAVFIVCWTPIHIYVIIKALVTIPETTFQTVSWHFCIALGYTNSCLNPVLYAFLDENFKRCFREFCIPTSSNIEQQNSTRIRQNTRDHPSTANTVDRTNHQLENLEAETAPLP
Target sequence (P41143 whole entry, looked up): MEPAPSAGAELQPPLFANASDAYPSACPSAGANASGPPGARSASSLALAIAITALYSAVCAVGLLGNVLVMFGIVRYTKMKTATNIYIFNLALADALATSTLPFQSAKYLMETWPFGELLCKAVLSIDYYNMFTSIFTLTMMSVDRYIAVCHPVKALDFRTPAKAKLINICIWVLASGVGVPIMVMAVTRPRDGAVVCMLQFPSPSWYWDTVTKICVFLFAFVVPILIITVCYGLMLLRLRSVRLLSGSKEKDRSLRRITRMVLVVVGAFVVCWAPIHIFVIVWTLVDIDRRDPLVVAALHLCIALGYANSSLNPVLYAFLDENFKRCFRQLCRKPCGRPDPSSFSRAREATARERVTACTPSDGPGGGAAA
Keap1 Nrf2 FP: inhibitors of human Keap1-Nrf2 protein-protein interaction; 0.15% of 340,000 active; Keap1 Kelch-Nrf2 peptide fluorescence polarization, 1536-well; inhibition, % at 9.4 µM; Q14145; in the data active means inhibition above about 12%;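 further: human Keap1 Kelch domain with fluorescein labeled Nrf2 9mer peptide probe; 0% = neutral control wells and 100% = peptide positive control; higher means more block of Keap1 binding to Nrf2 peptide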
LANA DNA inh: KSHV C-LANA DNA binding inhibition; MBP-C-LANA/FAM-LBS DNA binding, fluorescence polarization; inhibition, % at 9 µM; AID 504423; 0.078% of 340,000 active;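 active means highest replicate inhibition at or above 60% at 9 µM, even if other replicates fall short; inactive means all replicates below 60% inhibition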;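 further: 0% = neutral control wells and 100% = 4 µM acridine orange control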
MOR-DOR ag: OPRM1-OPRD1 heterodimerization agonism; AID 504326; P35372+P41143; activation, % at 9.3 µM; cells, luminescence; 0.3% of 340,000 active; in the data active means activation above about 18%;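 further: 0% = vehicle-treated cells and 100% = reference agonist; values of inactives mirror those of a sister screen read the other way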
Active calls of the source: *; . = no result given.

Each structure is followed by: V-ATPase pH	Cardiac RTF inh	RTF Ca sens act	DSG3 Ab inh	Arrestin-AP2 inh	Wnt bcat act	OPRM1-OPRD1 inv	Keap1 Nrf2 FP	LANA DNA inh	MOR-DOR ag
> Cn1c(SCC(=O)Nc2ccc3c(c2)OCCO3)nnc1-c1ccccn1
→ 4	0	1	99	-6	-2	14	1	-0.4	-2.9
> Cc1ccccc1NC(=O)C(C#N)Cc1cccnc1 (centres undefined)
→ -10	2	1	98	22	-1	9	-3	0.1	-1.7
> CN(N)C(=S)NCc1ccccc1
→ -1	-5	-4	110	6	.	6	-6	1.5	-0.9
> Cc1ccc(Nc2ncnc3c2cnn3C)c(C)c1
→ 3	-4	6	122	-5	1	13	0	2.7	-2.5
> COc1ccc(N2CCN(C(c3cc(OC)ccc3OC)c3nnnn3Cc3ccco3)CC2)cc1 (centres undefined)
→ 1	-10	6	74	-5	.	19	-6	1.6	-3.1
> CCN(CC(=O)NCCc1ccccc1)S(=O)(=O)c1ccc(C)cc1
→ 0	0	2	123	-8	.	2	1	2.4	-0.3
> CC(C)CC(=O)Nc1cc(C(F)(F)F)ccc1N1CCOCC1
→ -2	-9	-2	99	3	-3	3	-3	-0.9	-0.6
> Cc1ccc(C(CNC(=O)Nc2ccc(Cl)cc2)N2CCN(C)CC2)cc1 (centres undefined)
→ -1	-1	2	.	12	-2	5	3	-0.3	-0.9
> CC(=O)NC1C(=O)N=C(SCC(=O)Nc2sc3c(c2C#N)CCCCCC3)NC1=O (centres undefined)
→ 0	2	-7	97	-8	-1	15	-1	1.6	-2.9
> COCc1ccc(C(=O)N(C)CC2CCCN(CCc3ccccc3F)C2)o1 (centres undefined)
→ -1	-8	-2	103	4	1	6	-3	0.5	-1.3
> Cc1cc2c(o1)CC(C)(C)CC2=O
→ 2	-9	4	104	-10	3	11	2	-0.3	-2.2
> COc1ccc(-c2nnn(CC(=O)NCCc3ccc(OC)c(OC)c3)n2)cc1
→ -1	-3	7	38*	-8	0	-17	-5	-0.8	3.2
> COC(=O)c1ccc(/C(O)=C(\C#N)c2nc3ccccc3s2)cc1
→ 2	-5	10	102	12	.	3	4	1.3	-0.5
> Cc1cccc(N2C(=O)CS/C2=N\NC(=O)c2cccnc2)c1C
→ -2	-3	-5	99	1	-2	11	3	-0.4	-1.9
> NC(=O)N/N=C/c1ccc(-c2ccc(S(=O)(=O)Nc3ncccn3)cc2)o1
→ 0	-21	-1	.	5	3	8	1	-1.4	-1.6
> CCOC(=O)C1(Cc2cccc(OC)c2)CCN(Cc2cccc(OC)c2OC)CC1
→ 0	-6	4	108	-10	-5	-5	-6	-0.4	0.9
> CN(C(=O)c1cc2ccccc2oc1=O)C1(C)CCS(=O)(=O)C1 (centres undefined)
→ -1	-7	1	104	-2	-1	6	-1	-0.8	-1.0
> COc1ccc(N=c2oc3c(OC)cccc3cc2C(=O)NCc2ccco2)c(OC)c1
→ -1	-8	-1	200	-2	.	-1	-6	1.0	0.2
> CN(C)S(=O)(=O)c1cccc(NC(=S)N/N=C/c2ccco2)c1
→ -1	1	-2	94	38	5	-5	-2	-1.2	1.0
> O=C(Nc1cc(Br)ccc1O)C1CC(c2ccccc2Cl)=NO1 (centres undefined)
→ -3	-12	-5	112	5	-1	-38	-5	-0.3	7.9
> CCOC(=O)N1CCC(NC(=O)Cc2ccccc2)CC1
→ 0	1	1	117	7	-1	11	-1	-3.1	-2.0
> C[C@]12c3[nH]c4ccc(Cl)cc4c3CCN1C(=O)[C@@H](CC(=O)NCCN1CCOCC1)C[C@@H]2C(=O)N1CCCCC1
→ 1	-3	1	87	-1	-2	7	-2	-4.2	-1.3
> CCOC(=O)c1sc(-c2cccs2)nc1C
→ 1	-9	2	101	-26	5	-12	-7	-0.6	2.2
> Cc1nn(C)c(C(=O)Nc2c(C)nn(Cc3c(F)c(F)c(F)c(F)c3F)c2C)c1Br
→ 0	-14	7	111	-2	1	6	1	-0.8	-1.7
> CC1(c2ccc([N+](=O)[O-])cc2)NC(=O)N(CC(=O)c2ccc3c(c2)OCO3)C1=O (centres undefined)
→ 3	5	-1	115	5	-8	3	-7	1.0	-0.6
> Cc1ccc(C)c(NC(=O)CN(C)C(=O)c2cccc(N3C(=O)CCC3=O)c2)c1
→ 5	-8	1	93	0	2	8	-2	-0.1	-1.2
> CC(C(=O)NCCSCc1cccc(Cl)c1)N(c1ccccc1)S(C)(=O)=O (centres undefined)
→ 2	-4	-2	100	28	-1	3	-3	-0.2	-0.7
> C=CCNC(=O)NC(=O)COC(=O)c1cccnc1SC
→ 1	-26	-2	112	9	.	-5	1	-0.4	0.9
> N#C/C(=C/c1ccc(Oc2ccc([N+](=O)[O-])cn2)cc1)C(=O)N1CCOCC1
→ -3	-5	2	96	-6	0	5	1	-2.0	-0.9
> COc1ccc(C(=O)NC(=S)Nc2cccnc2)cc1[N+](=O)[O-]
→ 1	-13	2	98	3	-1	20	6	2.2	-2.7
> Cc1ccc(NC(=O)c2ccccc2-c2ccccc2C(=O)O)cc1C
→ 0	-2	6	107	-11	0	7	-6	-0.5	-1.3
> Clc1c(-c2nnc3n2CCC3)sc2ccccc12
→ 5	-17	-3	110	-2	-5	-1	4	-1.9	0.2
> CC(C)NC(=O)c1ccc2c(=O)n(CC3CCCO3)c(=S)[nH]c2c1 (centres undefined)
→ 1	-7	6	117	15	-1	5	1	-0.2	-1.0
> Cc1ccc(OCC(=O)Nc2ccccc2F)cc1C
→ 1	10	2	97	2	43*	10	-2	-0.7	-1.9
> CCN(C(=O)CSc1ncccn1)c1cccc2ccccc12
→ 5	-6	3	.	-5	-4	7	-7	4.2	-1.8
> CN(C)CCN(C(=O)c1ccc(S(=O)(=O)N(C)c2ccccc2)cc1)c1nc2cc3c(cc2s1)OCCO3
→ 2	-5	11	94	0	23	1	-4	-0.4	-0.3
> Cc1noc(C)c1COc1ccc(C(=O)OCC(=O)NCCN2C(=O)CSC2=O)cc1
→ 3	-17	3	100	0	-1	11	-2	1.3	-1.9
> COc1cccc2c1SCc1ccccc1C2CC(N)=O (centres undefined)
→ 9	0	-3	109	-11	-1	10	-8	0.7	-1.8
> Cc1cc(C)c(S(=O)(=O)NCCCn2ccnc2)c(C)c1
→ -2	-11	-2	94	37	.	2	-1	2.1	-0.4
> O=S(=O)(Nc1ccccc1-c1ccccc1)c1ccccc1
→ -2	-6	-5	97	-1	0	-15	-1	0.5	3.0
> CC(C)C(NS(=O)(=O)c1ccccc1)C(=O)OCc1cc([N+](=O)[O-])cc2c1OCOC2 (centres undefined)
→ 3	-4	3	.	9	.	11	1	-1.2	-2.1
> O=C(CCC1COc2ccccc2O1)NCc1ccco1 (centres undefined)
→ 8	-1	4	.	32	-1	8	3	6.4	-1.7
> CCc1ccc2oc(C(=O)Nc3nonc3C)c(C)c2c1
→ 1	1	-4	104	-7	44*	-22	1	-0.5	4.2
> Cc1noc(C)c1S(=O)(=O)N1CCC(C(=O)N2CCC(N3CCCCC3)CC2)CC1
→ 0	-2	4	96	-10	-2	-2	3	0.1	0.3
> CCC(=O)Nc1nc(C)c(-c2csc(Nc3ccc(C(=O)O)cc3)n2)s1
→ -2	-2	3	94	-13	0	5	-5	-1.1	-1.2
> Cc1ccc(Cl)cc1N1CCN(CC(=O)Nc2ccc3[nH]c(=O)[nH]c3c2)CC1
→ 1	-5	3	103	8	.	-3	-8	0.2	0.6
> COc1ccc([N+](=O)[O-])cc1N(CC(=O)NCCC1=CCCCC1)S(C)(=O)=O
→ -1	7	-3	126	-6	.	9	-4	2.1	-1.6
> Cc1c(C=O)c2ccccc2n1CC(=O)NCc1ccc2c(c1)OCO2
→ -1	-11	12	104	-6	0	-2	3	-0.4	0.2
> Cc1cccc(CS(=O)(=O)Cc2ccc(C(=O)NC3CCCCC3)o2)c1
→ -2	-5	2	108	5	-1	10	0	-1.2	-2.0
> CCOc1ccc(-n2c(N)c(C(=O)NCc3ccco3)c3nc4ccccc4nc32)cc1
→ 5	-5	-7	81	14	.	-13	1	0.8	2.7
> CSCCC(NC(=O)c1ccc(C(C)(C)C)cc1)C(=O)OCC(=O)N1CCCC1=O (centres undefined)
→ 6	-8	3	102	5	-4	7	-5	-0.6	-1.6
> O=C(CSc1ncn[nH]1)NNC(=O)c1ccccc1
→ 0	-25	-3	103	-10	0	12	-4	-0.9	-1.8
> Cc1ccc(CC(=O)NCC2CCCCC2)cc1
→ 1	-6	-4	106	1	.	4	-8	1.0	-0.9
> Cc1cc(C(=O)N2CCN(c3cccc(Cl)c3)CC2)c(C)o1
→ 2	-16	-4	.	2	-17	17	-2	0.6	-2.9
> COc1ccc2[nH]c(=O)c(CN(CC3CCCO3)S(=O)(=O)c3ccccc3)cc2c1 (centres undefined)
→ -2	-9	-2	97	0	0	7	-1	1.3	-1.4
> CS(=O)(=O)N1CCN(c2ccc(NC(=O)Cc3ccccc3)cc2)CC1
→ 3	3	1	96	-1	-3	-12	-2	-2.6	1.9
> CCc1ccc(NC(=O)C2CCCN2c2nn3c(=O)cc(C)nc3s2)cc1 (centres undefined)
→ 5	-8	8	119	6	3	-6	-2	-0.6	1.1
> O=C(CN1C(=O)N/C(=C\c2ccccc2OCc2ccc(C(=O)O)cc2)C1=O)Nc1ccc(F)cc1
→ 0	5	-6	.	16	-3	10	0	-0.6	-1.5
> COc1ccc(/C=C2\CCC(C3CCCC3)C2=O)cc1 (centres undefined)
→ -52	0	-4	108	-5	-1	-4	1	-0.5	0.9
> CCC1Oc2ccc(C)cc2N(CC(=O)NCc2cccs2)C1=O (centres undefined)
→ 3	-6	16	100	6	0	-10	-1	0.6	2.0

Next results
Each structure is followed by: V-ATPase pH	Cardiac RTF inh	RTF Ca sens act	DSG3 Ab inh	Arrestin-AP2 inh	Wnt bcat act	OPRM1-OPRD1 inv	Keap1 Nrf2 FP	LANA DNA inh	MOR-DOR ag
> Cc1ccc2c(c1)-c1c(ssc1=S)C(C)(C)N2C(=O)CSc1nncn1C
→ 4	1	1	102	0	.	22	-5	1.0	-4.1
> O=C(Nc1ccc(S(=O)(=O)NCCc2ccccc2)cc1)c1ccco1
→ -2	0	10	103	4	-1	-12	-9	-0.6	2.1
> Oc1ccccc1-c1nnc2n1CCCCC2
→ 1	-4	-1	99	29	0	4	4	3.6	-0.9
> N/C(=N\OC(=O)c1ccc2ccccc2c1)c1ccccc1Cl
→ 4	4	-4	109	-13	47*	-89	-5	-0.1	22*
> COc1ccc(N(C(=O)c2cccc(OC)c2OC)C2C=CS(=O)(=O)C2)c(OC)c1 (centres undefined)
→ 10	3	1	100	15	-1	13	3	0.6	-2.3
> CCCNC(=O)C(Cc1cccc(C#N)c1)NC(=O)c1cccc([N+](=O)[O-])c1 (centres undefined)
→ -1	8	0	95	12	-3	0	-1	0.9	0.0

The order is random; about 3.1% have a hit in one of these screens.
